# Calpain2 inh – inhibitors of pig calpain II, primary screen, biochemical, fluorogenic peptide substrate, 1536-well; purified calpain II, 30 min; inhibition, % at 16 µM; hit rate 0.37% among 220,000;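 active = inhibition above about 50%, limit read from the data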
# Ba/F3 V617F tox – reduced viability of JAK2V617F-dependent Ba/F3 cells, primary screen, JAK2V617F inhibitor project, cell-based, Ba/F3 EpoR-JAK2V617F, luminescence. ATP luminescence. inhibition, % at 5.6 µM. hit rate 1.1% among 220,000. AID 1446, 2008;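 active = inhibition above the campaign mean plus 3 SD over all tested compounds, cut at about 24% in these data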;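 note: cytokine-independent growth of Ba/F3 cells driven by EpoR plus mutant JAK2; 0% = DMSO-treated cells and 100% = JAK inhibitor I control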
# S1P4 ag – S1P4 receptor agonists, primary screen, cell-based | Sphingosine 1-phosphate receptor 4 (Homo sapiens), O95977 | S1P4-expressing cell line, agonist reporter assay | activation, % at 4.98 µM | hit rate 0.35% among 220,000 | AID 1509, 2009; in the data active = activation above about 11%;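 note: 0% = DMSO vehicle and 100% = reference agonist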
# S1P4 antag – S1P4 receptor antagonists, primary screen, cell-based; hit rate 0.26% among 220,000; inhibition, % at 4.98 µM; AID 1510, 2009; S1P4-expressing cells, antagonist mode, reporter read-out; in the data active = inhibition above about 29%;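 note: 0% = wells stimulated with agonist and 100% = vehicle wells without agonist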
# EP2 modulator – EP2 receptor modulators, cAMP readout, primary screen, cell-based, HTRF cAMP, PGE2 stimulation; Prostaglandin E2 receptor EP2 subtype (Homo sapiens), P43116; EP2-expressing cells, cAMP HTRF FRET, PGE2 co-stimulation; AID 940, 2007; hit rate 0.83% among 260,000; induction, % at 25 µM;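 active = compounds whose cAMP rise, as percent of the full-agonist control response, exceeds 60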;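 note: rat C6 glioma line stably carrying human EP2 under a CMV promoter; the protocol text gives 20 µM as final concentration; 100% = response of wells given 1 µM PGE2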
# PERK inh – block of dimerizer-induced PERK translation repression, primary screen, PERK inhibitor project, CHO PERK-DD cells, SEAP luminescence, HTS; Eukaryotic translation initiation factor 2-alpha kinase 3 (Homo sapiens), Q9NZJ5; CHO PERK-DD fusion, SEAP luminescence translation reporter; inhibition, % at 5.6 µM; hit rate 0.17% among 220,000; AID 1416, 2008;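 active = inhibition above the mean inhibition of all tested compounds plus 3 SD, set separately per screening campaign, cut at about 2.9% in these data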;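 note: PERK kinase domain activated by AP20187 dimerizer at 100 nM; 0% = DMSO with dimerizer and 100% = rapamycin at 8.4 µM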
# Target sequence (Q9NZJ5 whole entry, looked up, the tested form may be a part): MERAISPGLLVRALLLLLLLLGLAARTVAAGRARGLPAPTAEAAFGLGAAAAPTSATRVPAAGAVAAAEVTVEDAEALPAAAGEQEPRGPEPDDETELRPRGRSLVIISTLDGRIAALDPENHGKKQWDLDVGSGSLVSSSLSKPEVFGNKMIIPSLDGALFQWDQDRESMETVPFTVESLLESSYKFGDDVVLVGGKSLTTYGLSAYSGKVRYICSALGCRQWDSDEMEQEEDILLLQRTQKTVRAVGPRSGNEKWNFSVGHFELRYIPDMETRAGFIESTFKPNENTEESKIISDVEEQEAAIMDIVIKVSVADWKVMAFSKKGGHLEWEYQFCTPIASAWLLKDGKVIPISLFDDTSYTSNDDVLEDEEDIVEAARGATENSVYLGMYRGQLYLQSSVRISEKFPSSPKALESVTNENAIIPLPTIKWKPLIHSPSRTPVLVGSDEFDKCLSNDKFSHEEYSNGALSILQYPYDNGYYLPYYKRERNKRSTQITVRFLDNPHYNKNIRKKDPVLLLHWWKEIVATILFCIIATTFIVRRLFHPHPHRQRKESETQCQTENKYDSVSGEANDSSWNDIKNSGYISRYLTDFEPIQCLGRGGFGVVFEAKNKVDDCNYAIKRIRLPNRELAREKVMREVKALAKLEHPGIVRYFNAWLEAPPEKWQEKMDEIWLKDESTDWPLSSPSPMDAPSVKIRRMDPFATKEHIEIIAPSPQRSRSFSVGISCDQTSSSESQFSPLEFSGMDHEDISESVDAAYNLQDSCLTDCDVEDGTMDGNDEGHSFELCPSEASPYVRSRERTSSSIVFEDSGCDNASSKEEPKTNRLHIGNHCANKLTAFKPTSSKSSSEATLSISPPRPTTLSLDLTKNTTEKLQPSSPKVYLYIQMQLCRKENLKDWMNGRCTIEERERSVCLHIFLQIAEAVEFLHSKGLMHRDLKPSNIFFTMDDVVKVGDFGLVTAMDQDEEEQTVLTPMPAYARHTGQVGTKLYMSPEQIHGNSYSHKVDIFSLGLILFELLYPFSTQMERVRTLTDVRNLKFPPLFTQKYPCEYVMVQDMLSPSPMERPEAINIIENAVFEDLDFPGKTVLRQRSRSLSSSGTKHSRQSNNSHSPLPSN
# TRPML3 agonist – human TRPML3 channel agonists, primary screen, cell-based, HEK293 TRPML3-YFP, Fluo-8 calcium fluorescence, 3 µM; 100% = the carbachol control signal; activation, % at 3 µM; hit rate 0.29% among 220,000; AID 1448, 2008;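 active = activation above its plate's cutoff, the mean activation of the plate's test wells plus 3 SD, cut at about 12% in these data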;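 note: 0% = DMSO only wells and 100% = carbachol wells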
#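 Test system – HEK293 line with stable expression of human TRPML3-YFP channel · Control set – carbachol 87 µM final as high control (100%), DMSO as low control (0%) · Signal – Fluo-8 calcium dye fluorescence, ex 470-495, em 515-575 nm · Incubation – 1-h 37 °C dye load, 5-s basal, 120-s post-compound reads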
# BaF3 parental – parental Ba/F3 cell viability inhibition, counter-screen for JAK2V617F inhibitor project, murine pro-B, CellTiter-Glo luminescence | hit rate 1.1% among 220,000 | inhibition, % at 5.6 µM | CellTiter-Glo ATP luminescence;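 active = inhibition above a per-campaign cutoff, the mean inhibition of all tested compounds plus 3 SD, cut at about 27% in these data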;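 note: 0% = DMSO wells and 100% = JAK Inhibitor I control wells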
# zfTRPN1 agonist – zebrafish TRPN1 channel agonists, primary screen, cell-based, HEK293, calcium fluorescence; transient receptor potential cation channel N1 (TRPN1/NompC), Danio rerio; HEK293 zebrafish TRPN1-YFP, Fluo-8 calcium fluorescence; 100% = response to 87 µM carbachol; activation, % at 3 µM; hit rate 0.18% among 220,000; AID 1424, 2008;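 active = activation above its plate's cutoff, the mean activation of test wells on that plate plus 3 SD, cut at about 19% in these data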;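 note: 0% = DMSO alone and 100% = 87 µM carbachol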
#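 System: zebrafish TRPN1-YFP in HEK293 cells / Dosing: 3 µM single point / Timing: dye loading 1 h at 37 °C, then 30 min room temperature / Signal: Fluo-8 calcium fluorescence, excitation 470-495 nm, emission 515-575 nm / Read-out basis: percent activation from peak over basal fluorescence ratio, control-normalized / Control set: high carbachol 87 µM, low DMSO alone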
# * = called active by the depositor.
no.	Molecule	Calpain2 inh	Ba/F3 V617F tox	S1P4 ag	S1P4 antag	EP2 modulator
1	COc1ccc(N(C(C)C(=O)N/N=C/c2cccnc2)S(C)(=O)=O)cc1 (stereo not given)	-3	-2	0.7	2	15
2	COc1cc(F)ccc1S(=O)(=O)N1CCN(C23CC4CC(CC(C4)C2)C3)CC1	19	2	-2.3	5	-21
3	CCOC(=O)C1C(=O)CC(C)(O)C(C(=O)OCC)C1c1ccccc1 (stereo not given)	-1	-2	-1.0	-30	-6
4	COc1ccccc1C1SCCN1S(C)(=O)=O (stereo not given)	-18	-2	1.1	-16	29
5	ONC(=Nc1ccccc1)c1ccccc1Cl	-6	2	0.3	-17	32
6	Brc1ccc(CSc2ccc(-c3ccco3)nn2)cc1	-38	-1	-0.7	-8	-1
7	CN1CCN(c2ccc(S(=O)(=O)N3CCCCC3)cc2NC(=O)c2ccc(C#N)cc2)CC1	-16	-1	1.9	-11	12
8	COc1ccc(/C(=N/O)C(C)(C)NO)cc1	1	3	1.5	1	19
9	CC(=O)N1CCN(Cc2nc3cc(NC(=O)NC4CCCCC4)ccc3n2C)CC1	-11	2	1.3	-8	-13
10	CC1CCCCC1NC(=O)Cn1c(CN2CCCCC2)nc2ccccc2c1=O (stereo not given)	-7	-7	0.3	-12	10
11	CN(C)CC1CCCCC1OC(=O)/C=C/c1ccc(Cl)cc1Cl (stereo not given)	-28	-2	0.1	3	-47
12	COC(=O)c1sccc1NC(=O)c1cc2c(s1)CCCC2	0	-4	2.8	1	54

no.	PERK inh	TRPML3 agonist	BaF3 parental	zfTRPN1 agonist
1	1.8	0.5	-2	1.0
2	-0.1	-0.1	7	-0.1
3	0.6	-0.2	4	-0.8
4	0.5	-0.3	0	0.4
5	0.6	0.4	2	0.1
6	0.1	-0.1	2	-1.0
7	0.0	0.8	1	2.0
8	0.0	0.4	2	0.8
9	2.0	0.6	6	0.5
10	-0.5	-0.4	-2	-0.2
11	0.1	1.1	6	-0.1
12	0.6	0.1	1	0.1

# Additional compounds.
no.	Molecule	Calpain2 inh	Ba/F3 V617F tox	S1P4 ag	S1P4 antag	EP2 modulator
13	Cc1cccc(C)c1NC(=O)/C(C#N)=C/c1ccsc1	-2	1	-1.7	-1	-26
14	CC1(C)C(=O)Nc2ccccc2N1C(=O)Cn1ncc(Cl)c(Cl)c1=O	-4	9	0.2	95*	-24
15	Cn1c(NC(=O)c2ccccc2NC(=O)C(C)(C)C)nc2ccccc21	39	-2	4.8	-11	7
16	O=C1OCCC1Sc1nc2ccccc2[nH]1 (stereo not given)	21	2	0.0	-14	16
17	Clc1ccc(-c2cnn3c(-c4ccncc4)ccnc23)cc1	-36	-3	0.0	14	-36
18	CCOC(=O)N1CCN(c2c(N3CCN(c4cccc(C(F)(F)F)c4)CC3)c(=O)c2=O)CC1	-24	4	2.6	14	24
19	CC(C)(C)C(=O)C[n+]1ccccc1	-4	4	-0.4	4	7
20	O=C(NCCc1ccccc1)c1cccnc1	-36	-1	0.2	-1	15
21	Cn1c(=O)oc2cc(S(=O)(=O)Nc3cccc(F)c3)ccc21	-12	-2	0.2	-8	8
22	COc1cccc(S(=O)(=O)Nc2cccc(C(=O)N3CCOCC3)c2)c1	-1	1	-0.9	-6	4
23	COc1ccc(N2C(=O)CC(n3cnc4ccccc43)C2=O)cc1 (stereo not given)	-17	2	0.2	5	15
24	CCOc1cc(C(=O)Nc2cc(C)ccc2OC)ccc1OCC(=O)N1CCCCC1	20	1	0.0	-15	2

no.	PERK inh	TRPML3 agonist	BaF3 parental	zfTRPN1 agonist
13	0.6	0.6	7	1.0
14	-0.1	-1.4	31*	0.4
15	-0.7	-1.1	0	-3.4
16	0.2	0.0	4	1.8
17	0.2	0.0	3	0.5
18	-0.8	0.0	3	0.8
19	-0.6	0.8	4	0.8
20	1.1	1.2	6	2.4
21	0.5	0.0	2	-0.3
22	-0.1	0.1	3	1.0
23	-0.7	1.1	3	2.0
24	-0.6	0.1	8	0.9

# Later entries
no.	Molecule	Calpain2 inh	Ba/F3 V617F tox	S1P4 ag	S1P4 antag	EP2 modulator
25	CC(c1ccon1)N(C)Cc1cn(Cc2ccccc2)nc1-c1ccc2c(c1)OCO2 (stereo not given)	21	1	-0.8	-9	-17
26	COc1cccc(N2C(=O)CC(N3CCN(CCN=CC4=C(O)CC(C)(C)CC4=O)CC3)C2=O)c1 (stereo not given)	-3	-5	-0.1	-6	2
27	Cc1ccccc1CN1C(=O)C(C)S/C1=N/N=C/c1ccco1 (stereo not given)	16	2	1.4	8	-69
28	CCCC(=O)Nc1cccc(-c2nc3ccccc3o2)c1	5	-4	-0.8	-8	-25
29	O=C(CC1SC2=NCCN2C1=O)Nc1ccc(Cl)cc1 (stereo not given)	-5	-4	3.5	-1	9
30	O=S(=O)(Nc1ccc(O)cc1)c1cccc2cccnc12	-9	0	-1.5	-10	-18
31	CC(C)(C)CN1CCNC(=O)C1CC(=O)N1CCOc2ccccc2C1 (stereo not given)	-51	1	0.2	3	10
32	O=C(NC(=S)Nc1ccccc1N1CCCCC1)c1ccco1	8	-3	-0.6	-5	30
33	COc1nc(Nc2ccc(OC)c(Cl)c2)nc(OC)n1	2	-3	-1.8	-13	-1
34	CCC(c1nnnn1Cc1ccc(F)cc1)N1CCN(C2CCCCC2)CC1 (stereo not given)	0	-2	1.8	-7	-7
35	COc1ccc(N2C(=O)C3C4C=CC(CC4)C3C2=O)c([N+](=O)[O-])c1 (stereo not given)	-20	2	1.3	-17	1
36	CCN(CC)S(=O)(=O)c1ccc(N2CCCCC2)c(NC(=O)/C=C/c2ccc(OC)c(OC)c2)c1	-51	-1	3.6	-13	3

no.	PERK inh	TRPML3 agonist	BaF3 parental	zfTRPN1 agonist
25	1.4	-0.4	2	-0.5
26	0.7	0.8	-1	0.6
27	-0.7	-0.5	3	-0.6
28	-1.1	3.4	2	2.5
29	1.0	0.0	2	-0.5
30	-0.6	0.9	4	0.7
31	2.6	0.8	5	0.1
32	0.6	0.9	4	0.3
33	0.9	-0.4	1	-1.1
34	-0.6	0.1	4	0.4
35	0.2	3.1	6	-3.7
36	-0.4	0.3	1	0.2

# (cont.)
no.	Molecule	Calpain2 inh	Ba/F3 V617F tox	S1P4 ag	S1P4 antag	EP2 modulator
37	Cc1nc2ccccc2nc(C)c1=NOCC(=O)N(c1ccccc1)C(C)C	5	0	0.2	-14	17
38	CN(CCCNC(=O)CCCOc1cc(=O)n(C)c2ccccc12)Cc1ccccc1	-8	1	-0.3	-1	-10
39	CCNC(=O)Nc1cc(OC)c(OC)cc1C(=O)O	-104	-2	-0.4	-3	5
40	Cn1cnnc1SC(C(=O)Nc1cccc(C(F)(F)F)c1)c1ccccc1 (stereo not given)	-19	-1	-0.2	-8	2
41	COc1cccc(C(=O)N(Cc2ccccc2)Cc2cc3cc4c(cc3[nH]c2=O)OCCO4)c1	-19	-2	-0.1	-13	4
42	O=C(NCCN1CCOCC1)Nc1ccccc1	-37	-3	-3.4	-7	14
43	Cc1cc(C)n(CCC(=O)N/N=C/c2ccc(Br)c([N+](=O)[O-])c2)n1	-5	3	0.4	16	-41
44	CC(NC(=O)CN(C1CCCCC1)S(C)(=O)=O)c1ccccc1 (stereo not given)	28	0	0.0	-26	-6
45	COc1ccc(C(=O)NCCC(C)C)cc1S(=O)(=O)N1CCOCC1	9	0	-0.6	-10	9
46	O=C(Cn1cnc2c(cnn2-c2ccccc2)c1=O)N1CCN(c2ccc(F)cc2)CC1	-10	1	-1.6	-17	0
47	Cc1ccc(-c2nnc(Nc3ccc4c(c3)nc(C)n4C)c3ccccc23)cc1	-14	0	0.5	-13	-14
48	Cc1ccc(S(=O)(=O)N/N=C/c2ccc3nccnc3c2)cc1	2	-3	0.0	18	19

no.	PERK inh	TRPML3 agonist	BaF3 parental	zfTRPN1 agonist
37	1.6	0.0	2	1.4
38	0.9	0.2	7	0.9
39	2.0	-0.8	0	-0.9
40	0.2	0.5	10	1.3
41	0.4	0.4	8	0.3
42	-0.1	0.1	0	-0.5
43	0.8	-0.7	-1	-1.8
44	-0.3	0.1	5	1.3
45	0.7	0.5	-2	0.2
46	0.5	0.4	9	0.9
47	-0.2	-1.5	7	-2.2
48	1.6	0.0	-6	-0.4

# The list goes on, starting with the last 2 of the part before.
no.	Molecule	Calpain2 inh	Ba/F3 V617F tox	S1P4 ag	S1P4 antag	EP2 modulator
47	Cc1ccc(-c2nnc(Nc3ccc4c(c3)nc(C)n4C)c3ccccc23)cc1	-14	0	0.5	-13	-14
48	Cc1ccc(S(=O)(=O)N/N=C/c2ccc3nccnc3c2)cc1	2	-3	0.0	18	19
49	COc1ccc(-n2cc(C#N)c(=O)[nH]c2=O)cc1	-13	-2	0.1	-3	0
50	CCC(C)(C)NC(=O)/C=C/c1ccc(OC)c(S(=O)(=O)N2CCOCC2)c1	20	0	-0.6	-16	-5
51	Fc1ccc(-n2[nH]nnc2=S)cc1N1CCCC1	-14	-3	0.9	-14	-25
52	Cc1ccccc1N(C(=O)Cc1cccs1)C(C(=O)NC1CCCCC1)c1cn(C)nc1C (stereo not given)	-7	2	-0.4	-21	20
53	CCOC(=O)Cc1csc(NC(=O)c2ccc(OC)c(OC)c2)n1	-21	0	-1.4	0	-12
54	O=C(CNS(=O)(=O)c1ccc(Br)s1)N1CCN(C(=O)c2ccco2)CC1	-10	0	1.1	-9	9
55	COC(=O)Cc1cc(=O)n2[nH]c(SC)nc2n1	7	-2	1.3	-28	16
56	CCC(=O)N1CCc2cc(S(=O)(=O)CCC(=O)Nc3nc(C)cs3)ccc21	12	4	-1.7	-6	33
57	NC(=O)c1ccccc1NS(=O)(=O)c1ccc(F)cc1	-150	-2	0.1	5	10

no.	PERK inh	TRPML3 agonist	BaF3 parental	zfTRPN1 agonist
47	-0.2	-1.5	7	-2.2
48	1.6	0.0	-6	-0.4
49	1.1	0.8	-2	0.1
50	-0.3	-0.1	8	3.9
51	1.3	-0.9	1	0.4
52	0.4	0.0	4	-0.2
53	1.4	1.2	7	2.0
54	-0.5	0.3	1	-0.2
55	0.1	1.0	2	-1.3
56	-0.5	-0.5	7	0.1
57	1.2	0.6	-1	0.3

# Some values from the list.
# For PERK inh, CCOC(=O)Cc1csc(NC(=O)c2ccc(OC)c(OC)c2)n1 is entered as 1.4
# For Ba/F3 V617F tox, COc1ccc(-n2cc(C#N)c(=O)[nH]c2=O)cc1 is entered as -2
# For Ba/F3 V617F tox, CCC(=O)N1CCc2cc(S(=O)(=O)CCC(=O)Nc3nc(C)cs3)ccc21 is entered as 4

# Screening results deposited in PubChem by several laboratories.
